ADAM17 inh: ADAM17 inhibition, QFRET primary screen | AID 720648 | 0.83% of 370,000 active | P78536 | recombinant ADAM17, EDANS/DABCYL FRET peptide cleavage | inhibition, % at 6.95 µM;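 active = inhibition above the mean of compounds lying between control limits plus 3 SD, set per campaign, cut at about 8.5% in these data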;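 also: 0% = DMSO-only wells as the low control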
Target sequence (P78536 215-824 limits assumed): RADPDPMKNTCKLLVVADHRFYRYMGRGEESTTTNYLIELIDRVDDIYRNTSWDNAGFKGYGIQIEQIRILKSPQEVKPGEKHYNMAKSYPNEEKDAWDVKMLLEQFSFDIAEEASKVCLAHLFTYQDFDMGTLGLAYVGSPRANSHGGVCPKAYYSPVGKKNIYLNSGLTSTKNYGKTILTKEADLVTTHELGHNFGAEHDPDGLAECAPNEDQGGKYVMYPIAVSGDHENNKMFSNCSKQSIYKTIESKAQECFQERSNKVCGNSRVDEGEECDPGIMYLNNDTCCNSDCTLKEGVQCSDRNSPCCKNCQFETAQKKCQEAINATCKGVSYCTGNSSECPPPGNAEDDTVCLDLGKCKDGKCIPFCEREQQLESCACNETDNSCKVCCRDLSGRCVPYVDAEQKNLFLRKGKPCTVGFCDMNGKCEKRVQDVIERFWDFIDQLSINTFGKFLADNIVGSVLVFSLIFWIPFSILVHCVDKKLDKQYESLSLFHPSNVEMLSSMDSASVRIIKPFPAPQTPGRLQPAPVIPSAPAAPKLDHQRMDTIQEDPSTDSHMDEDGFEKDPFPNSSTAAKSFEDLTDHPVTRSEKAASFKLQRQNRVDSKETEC
hcDAF-12 act: activators of H. contortus DAF-12 nuclear receptor | HEK293 hcDAF-12 lit1-tk-luc reporter, luminescence; 0% DMSO, 100% Δ7-dafachronic acid | activation, % at 6.8 µM | 1.4% of 370,000 active;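 active = activation above the mean of all tested compounds plus 3 SD, cut at about 5.5% in these data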;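 also: 100% = response to 3 µM Δ7-dafachronic acid high control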
NPR1 activator: GC-A (human) enzyme activation | P16066 | HEK293 GC-A cells, cGMP TR-FRET, EC30 ANP; 0% at EC30 ANP, 100% saturating ANP | activation, % at 10 µM | 0.14% of 370,000 active; in the data active = activation above about 40%
GAA850 FXN act: activators of GAA850 frataxin (FXN) promoter; 0.56% of 360,000 active; activation, % at 6 µM; AID 540364; HEK293 lucGAA850 FXN promoter luciferase reporter, 24 h; percent of 10 µM SAHA response;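 active = activation above the average of all compounds screened plus 3 SD, cutoff fixed separately per campaign, cut at about 7.5% in these data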;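 also: 0% = DMSO wells and 100% = 10 µM SAHA wells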
hgDAF-12 ag: activates the H. glycines DAF-12 receptor ligand-binding domain; 1.8% of 370,000 active; HEK293 GAL4-hgDAF12 UAS-luciferase reporter, agonist luminescence; normalized to butyrate control; AID 687014; activation, % at 6.8 µM;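 active = activation above a cutoff set at the mean of all screened compounds plus 3 SD, cut at about 10% in these data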;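 also: 0% = DMSO wells and 100% = sodium butyrate wells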
ssDAF-12 act: S. stercoralis DAF-12 activation, primary screen | activation, % at 6.8 µM | AID 652126 | HEK293 ssDAF-12/GRIP1 lit1-tk-luc reporter, luminescence; % of 3 µM dafachronic acid response | 1% of 370,000 active;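 active = activation above the mean over all tested compounds plus 3 SD, cut at about 0.9% in these data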;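 also: 0% = DMSO-only wells and 100% = 3 µM delta7-dafachronic acid wells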
ADAM10 inh: ADAM10 inhibition, QFRET primary screen; recombinant ADAM10, EDANS/DABCYL FRET peptide cleavage, 3 h; inhibition, % at 7 µM; 0.62% of 370,000 active; O14672;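 active = inhibition above a per-campaign cutoff equal to the mean of compounds falling between control-based bounds plus 3 SD, cut at about 20% in these data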;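 also: 0% = DMSO wells while the 100% control is not disclosed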
DAX1 inh-1: inhibits human nuclear receptor DAX1 | inhibition, % at 6.75 µM | 0.99% of 340,000 active | HEK293 Gal4-DAX1 luciferase reporter, luminescence | P51843 | AID 504766;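 active = inhibition above the mean over all tested compounds plus 3 SD, cut at about 4.2% in these data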;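 also: 0% = DAX1-transfected cells with DMSO and 100% = empty-vector control cells with DMSO; inhibition shows as a rise in luminescence from relieved DAX1 repression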
Target sequence (P51843 207-470 limits assumed): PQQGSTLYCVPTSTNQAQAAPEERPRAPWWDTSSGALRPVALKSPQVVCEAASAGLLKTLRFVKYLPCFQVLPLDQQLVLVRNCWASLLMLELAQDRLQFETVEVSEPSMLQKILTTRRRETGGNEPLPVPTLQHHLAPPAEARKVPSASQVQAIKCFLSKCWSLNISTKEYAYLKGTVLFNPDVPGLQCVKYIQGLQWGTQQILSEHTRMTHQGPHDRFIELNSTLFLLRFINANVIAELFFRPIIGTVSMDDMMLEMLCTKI
DAX1 inh-2: DAX1 (NR0B1) inhibition, primary screen. AID 652010. inhibition, % at 6.8 µM. HEK293T StAR-luciferase reporter, SF-1/DAX-1 repression relief. 1.1% of 370,000 active;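 active = inhibition above the mean over all tested compounds plus 3 SD, cut at about 3.6% in these data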;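 also: 0% = DAX-1 cells with DMSO and 100% = cells lacking DAX-1 with DMSO; higher inhibition means more luminescence from relief of DAX-1 repression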
SMARCA2 act: SMARCA2 function activation, primary screen. MG213 cells, MMTV-luciferase reporter, dexamethasone, overnight. activation, % at 9.1 µM. 1% of 370,000 active. AID 652017; in the data active = activation above about 7.8%;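 also: 0% = vehicle wells and 100% = reference activator wells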
PG9 binder: PG9 antibody binding by small molecule. TR-FRET gp120-PG9 antibody binding. inhibition, % at 6.7 µM. 0.43% of 360,000 active. AID 624416; in the data active = inhibition above about 8.5%
* marks the source's active call; other numbers are inactive results.

How did N#Cc1ccc(S(=O)(=O)NC[C@H]2O[C@@H](n3ccc(N)nc3=O)[C@H](O)[C@@H]2O)cc1 do in these assays?
ADAM17 inh: -2; hcDAF-12 act: 0.9; NPR1 activator: 0; GAA850 FXN act: -1.4; hgDAF-12 ag: -1.6; ssDAF-12 act: -1.0; ADAM10 inh: -6; DAX1 inh-1: 0.1; DAX1 inh-2: 0.3; SMARCA2 act: 1; PG9 binder: -1.4

Results for N#Cc1ccc(CN2CCN(C(=O)c3cn(Cc4ccccc4)nc3-c3cccnc3)CC2)cc1 ?
ADAM17 inh: -8; hcDAF-12 act: -0.9; NPR1 activator: -1; GAA850 FXN act: 1.5; hgDAF-12 ag: -2.0; ssDAF-12 act: -0.5; ADAM10 inh: -28; DAX1 inh-1: 0.1; DAX1 inh-2: -1.2; SMARCA2 act: 0; PG9 binder: 2.1

What do the screens show for `O=C(OCc1ccc([N+](=O)[O-])cc1)C1CC(=O)N(c2ccccc2)C1` (stereo not given)?
ADAM17 inh: 1; hcDAF-12 act: 3.2; GAA850 FXN act: 0.5; hgDAF-12 ag: 2.5; ssDAF-12 act: -1.3; ADAM10 inh: 1; DAX1 inh-1: 0.7; DAX1 inh-2: -0.3; SMARCA2 act: 0; PG9 binder: -0.7

What do the screens show for `CC(C)Cc1nnc(NC(=O)CSc2nc(O)c(-c3ccccc3)c(=O)[nH]2)s1`?
ADAM17 inh: -1; hcDAF-12 act: -1.4; NPR1 activator: 0; GAA850 FXN act: 0.8; hgDAF-12 ag: -1.0; ssDAF-12 act: -1.7; ADAM10 inh: 4; DAX1 inh-1: 1.5; DAX1 inh-2: -0.6; SMARCA2 act: -1; PG9 binder: -2.6

How did CCCCNC(=O)C[C@@H]1C(=O)N2CCCC3=C2[C@@]1(C(=O)OC)CCCC3 do in these assays?
ADAM17 inh: -2; hcDAF-12 act: 1.0; NPR1 activator: -1; hgDAF-12 ag: -0.1; ssDAF-12 act: -0.7; ADAM10 inh: -7; DAX1 inh-2: -0.2; SMARCA2 act: -1

How did C=CCn1c(SCC(=O)N(CC)C2CCS(=O)(=O)C2)nc2scc(-c3ccccc3)c2c1=O (stereo not given) do in these assays?
ADAM17 inh: -3; hcDAF-12 act: -0.7; NPR1 activator: -14; GAA850 FXN act: 0.3; hgDAF-12 ag: -1.1; ssDAF-12 act: -1.3; ADAM10 inh: -10; DAX1 inh-1: -0.9; DAX1 inh-2: 0.7; SMARCA2 act: -1; PG9 binder: -0.9

Results for CCOC(=O)CC(NC(=O)c1ccccc1F)c1ccc(C)cc1 (stereo not given) ?
ADAM17 inh: -5; hcDAF-12 act: 0.9; NPR1 activator: -1; GAA850 FXN act: -0.8; hgDAF-12 ag: -1.6; ssDAF-12 act: -0.8; ADAM10 inh: -8; DAX1 inh-1: -0.6; DAX1 inh-2: 0.3; SMARCA2 act: 0; PG9 binder: -1.8

What do the screens show for `COc1cccc(-c2cccc(NC(=O)C3CCN(C4CCOCC4)CC3)c2)c1`?
ADAM17 inh: 2; hcDAF-12 act: -0.1; NPR1 activator: 0; GAA850 FXN act: 0.7; hgDAF-12 ag: -0.8; ssDAF-12 act: 1.5*; ADAM10 inh: 7; DAX1 inh-1: 1.5; DAX1 inh-2: 1.1; SMARCA2 act: -1; PG9 binder: -1.1

How did CC1CCC(NC(=O)CNC(=O)Cc2cccc3ccccc23)CC1 (stereo not given) do in these assays?
ADAM17 inh: -6; hcDAF-12 act: -2.0; NPR1 activator: -1; GAA850 FXN act: 1.0; hgDAF-12 ag: -0.2; ssDAF-12 act: -1.3; ADAM10 inh: 0; DAX1 inh-1: -0.9; DAX1 inh-2: -0.4; SMARCA2 act: -3; PG9 binder: 1.0

How did O=C(COc1ccc(Cl)cc1)NCCS(=O)(=O)N1CCN(c2ccc(F)cc2)CC1 do in these assays?
ADAM17 inh: -1; hcDAF-12 act: -1.7; NPR1 activator: -7; GAA850 FXN act: -2.0; hgDAF-12 ag: -1.9; ssDAF-12 act: -1.8; ADAM10 inh: 5; DAX1 inh-1: -0.3; DAX1 inh-2: -1.0; SMARCA2 act: -5; PG9 binder: -1.1

What do the screens show for `CC(C)(O)C(=O)N=Nc1c(O)[nH]c2ccccc12`?
ADAM17 inh: -3; hcDAF-12 act: 5.0; NPR1 activator: -7; GAA850 FXN act: 5.7; hgDAF-12 ag: 10*; ssDAF-12 act: -0.2; ADAM10 inh: 2; DAX1 inh-1: 1.4; DAX1 inh-2: 2.3; SMARCA2 act: 3; PG9 binder: -2.4

Results for CCOC(=O)/C=c1\s/c(=C\c2ccc3c(c2)OCCO3)c(=O)n1CC(=O)NCC1CCCO1 (stereo not given) ?
ADAM17 inh: 1; hcDAF-12 act: 0.2; NPR1 activator: 3; GAA850 FXN act: -0.3; hgDAF-12 ag: 0.8; ssDAF-12 act: -0.3; ADAM10 inh: 11; DAX1 inh-1: 0.0; DAX1 inh-2: 0.3; SMARCA2 act: -3; PG9 binder: -0.7

Results for Fc1ccc(-c2cnn3c(-c4cccs4)ccnc23)cc1 ?
ADAM17 inh: 2; hcDAF-12 act: 32*; NPR1 activator: -6; GAA850 FXN act: 7.4; hgDAF-12 ag: 33*; ssDAF-12 act: 3.9*; ADAM10 inh: -2; DAX1 inh-1: 4.9*; DAX1 inh-2: 7.2*; SMARCA2 act: 2; PG9 binder: -1.7

What do the screens show for `O=C(c1ccco1)N1CCN(C(=O)c2ccc(-c3ccc(Cl)cc3)o2)CC1`?
ADAM17 inh: -1; hcDAF-12 act: -0.5; NPR1 activator: 5; GAA850 FXN act: 3.3; hgDAF-12 ag: 0.6; ssDAF-12 act: -1.6; ADAM10 inh: -6; DAX1 inh-1: -0.4; DAX1 inh-2: 0.8; SMARCA2 act: -2; PG9 binder: -1.4

How did CCOC(=O)N1CCN(Cc2nc3c(c(=O)n(C)c(=O)n3C)n2Cc2ccc(F)cc2)CC1 do in these assays?
ADAM17 inh: 0; hcDAF-12 act: -0.9; NPR1 activator: 0; GAA850 FXN act: 0.5; hgDAF-12 ag: -1.1; ssDAF-12 act: -1.1; ADAM10 inh: -8; DAX1 inh-1: -0.1; DAX1 inh-2: -0.1; SMARCA2 act: -1; PG9 binder: -0.9

Results for Cc1ccc(Cl)cc1N1CCN(C(=O)C2CCC(=O)N(C3CCCCCC3)C2)CC1 (stereo not given) ?
ADAM17 inh: -4; hcDAF-12 act: 1.0; NPR1 activator: -4; GAA850 FXN act: 1.8; hgDAF-12 ag: -1.7; ssDAF-12 act: -0.8; ADAM10 inh: -7; DAX1 inh-1: 1.2; DAX1 inh-2: -2.1; SMARCA2 act: 0; PG9 binder: -1.3

What do the screens show for `Cc1c(C(=O)NCCN(C)C)oc2ccc(S(=O)(=O)N3CCC4(CC3)OCCO4)cc12`?
ADAM17 inh: -3; hcDAF-12 act: 1.6; NPR1 activator: 6; GAA850 FXN act: 0.9; hgDAF-12 ag: -1.4; ssDAF-12 act: -1.2; ADAM10 inh: -1; DAX1 inh-1: -0.4; DAX1 inh-2: 0.4; SMARCA2 act: -1; PG9 binder: 0.1

What do the screens show for `COc1ccc(C(CNC(=O)CCNS(=O)(=O)c2ccccc2)N2CCOCC2)cc1` (stereo not given)?
ADAM17 inh: -2; hcDAF-12 act: -1.6; NPR1 activator: 2; GAA850 FXN act: -1.2; hgDAF-12 ag: -0.7; ssDAF-12 act: -1.5; ADAM10 inh: -13; DAX1 inh-1: 0.5; DAX1 inh-2: -0.9; SMARCA2 act: -2; PG9 binder: -0.4

Results for C[C@H](CO)N1C[C@H](C)[C@H](CN(C)S(C)(=O)=O)OCc2ccccc2-c2c(n(C)c3ccccc23)C1=O ?
ADAM17 inh: -4; hcDAF-12 act: -0.2; NPR1 activator: -4; GAA850 FXN act: 0.4; hgDAF-12 ag: -1.2; ssDAF-12 act: -0.2; ADAM10 inh: -15; DAX1 inh-1: 2.7; DAX1 inh-2: -0.4; SMARCA2 act: -4; PG9 binder: -1.0

How did O=C(C1CCCCC1)N(CCN1CCCC1)c1nc2ccccc2s1 do in these assays?
ADAM17 inh: 7; hcDAF-12 act: 1.8; NPR1 activator: -3; GAA850 FXN act: 0.6; hgDAF-12 ag: 6.4; ssDAF-12 act: -0.6; ADAM10 inh: -1; DAX1 inh-1: 0.6; DAX1 inh-2: 0.6; SMARCA2 act: 1; PG9 binder: -0.6

What do the screens show for `OCCC1CN(Cc2nc3c(s2)CCCC3)CCN1Cc1ccsc1` (stereo not given)?
ADAM17 inh: -7; hcDAF-12 act: -0.6; NPR1 activator: 0; GAA850 FXN act: 0.0; hgDAF-12 ag: 0.4; ssDAF-12 act: -1.0; ADAM10 inh: -4; DAX1 inh-1: 0.1; DAX1 inh-2: 0.8; SMARCA2 act: -2; PG9 binder: -1.8

Results for CS(=O)(=O)c1nc(S(=O)(=O)c2ccc(Cl)cc2)c(NCCCN2CCOCC2)s1 ?
ADAM17 inh: 0; hcDAF-12 act: -1.7; NPR1 activator: 4; GAA850 FXN act: -0.7; hgDAF-12 ag: -2.0; ssDAF-12 act: -0.8; ADAM10 inh: -1; DAX1 inh-1: 0.4; DAX1 inh-2: -0.4; SMARCA2 act: -3; PG9 binder: 1.9

Results for CSc1ccccc1C(=O)NC1CCCC1 ?
ADAM17 inh: -3; hcDAF-12 act: -0.8; NPR1 activator: -1; GAA850 FXN act: 0.9; hgDAF-12 ag: -0.3; ssDAF-12 act: -1.4; ADAM10 inh: -5; DAX1 inh-1: 0.2; DAX1 inh-2: 0.5; SMARCA2 act: -1; PG9 binder: 1.3

Results for CC(=O)c1ccc(OCCCC(=O)NC2CCCCC2C)cc1 (stereo not given) ?
ADAM17 inh: -3; hcDAF-12 act: -0.7; NPR1 activator: 2; GAA850 FXN act: 0.2; hgDAF-12 ag: 0.2; ssDAF-12 act: -1.0; ADAM10 inh: -4; DAX1 inh-1: -0.7; DAX1 inh-2: -0.6; SMARCA2 act: 1; PG9 binder: 0.6

What do the screens show for `CCc1oc(-c2ccc(OC)cc2)c(C(=O)OCCCCCO)c1C(C)OCCO` (stereo not given)?
ADAM17 inh: -13; hcDAF-12 act: -1.6; NPR1 activator: 0; hgDAF-12 ag: -0.9; ssDAF-12 act: -1.8; ADAM10 inh: -51; DAX1 inh-2: -2.4; SMARCA2 act: -1; PG9 binder: -2.5

How did O=C(c1cnn2c(C(F)(F)F)cc(-c3ccco3)nc12)N1CCCCCC1 do in these assays?
ADAM17 inh: -25; hcDAF-12 act: -1.5; NPR1 activator: 2; GAA850 FXN act: -0.8; hgDAF-12 ag: -0.6; ssDAF-12 act: -1.4; ADAM10 inh: -64; DAX1 inh-1: 0.7; DAX1 inh-2: -0.1; SMARCA2 act: -2; PG9 binder: -0.3

What do the screens show for `Cc1nc2ccc(C(C(F)(F)F)(C(F)(F)F)C(F)(F)F)cc2[nH]1`?
ADAM17 inh: 7; hcDAF-12 act: 0.3; NPR1 activator: -3; GAA850 FXN act: -0.4; hgDAF-12 ag: -1.7; ssDAF-12 act: -1.5; ADAM10 inh: 17; DAX1 inh-1: 0.5; DAX1 inh-2: -0.2; SMARCA2 act: 5; PG9 binder: -0.7
